HTR5A ag – HTR5A agonism, opioid heterodimer counter-screen; AID 504692; activation, % at 9.3 µM; P47898; 340,000 tested, 0.61% active; HTR5A agonist assay, luminescence, cell-based; in the data active = activation mostly above about 9.5%, no sharp cut-off; inactive = mostly below about 7.6%;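 also: 0% = cells with vehicle only and 100% = reference agonist; strong numbers were not always called active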
OPRM1-OPRD1 inv – inverse agonist of human OPRM1-OPRD1 heterodimerization; inhibition, % at 9.3 µM; 340,000 tested, 0.21% active; AID 504357; cell-based MOR-DOR heterodimer luminescence, inverse agonism; in the data active = inhibition above about 22%, passing the limit was not always enough;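 also: 0% = cells with DMSO and 100% = wells without cells with DMSO; values of inactives mirror those of a sister screen read the other way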
Target sequence (P35372 whole entry, looked up): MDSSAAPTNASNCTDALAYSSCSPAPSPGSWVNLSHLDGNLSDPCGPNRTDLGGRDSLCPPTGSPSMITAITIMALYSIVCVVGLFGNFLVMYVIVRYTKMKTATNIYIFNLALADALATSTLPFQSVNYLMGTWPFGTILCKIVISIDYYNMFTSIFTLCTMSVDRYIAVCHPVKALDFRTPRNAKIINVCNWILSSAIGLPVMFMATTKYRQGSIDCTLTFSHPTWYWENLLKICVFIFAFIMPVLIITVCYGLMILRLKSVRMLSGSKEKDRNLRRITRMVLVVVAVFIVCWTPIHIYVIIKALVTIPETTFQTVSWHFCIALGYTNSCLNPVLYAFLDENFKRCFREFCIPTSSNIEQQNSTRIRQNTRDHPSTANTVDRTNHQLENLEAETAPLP
Target sequence (P41143 whole entry, looked up): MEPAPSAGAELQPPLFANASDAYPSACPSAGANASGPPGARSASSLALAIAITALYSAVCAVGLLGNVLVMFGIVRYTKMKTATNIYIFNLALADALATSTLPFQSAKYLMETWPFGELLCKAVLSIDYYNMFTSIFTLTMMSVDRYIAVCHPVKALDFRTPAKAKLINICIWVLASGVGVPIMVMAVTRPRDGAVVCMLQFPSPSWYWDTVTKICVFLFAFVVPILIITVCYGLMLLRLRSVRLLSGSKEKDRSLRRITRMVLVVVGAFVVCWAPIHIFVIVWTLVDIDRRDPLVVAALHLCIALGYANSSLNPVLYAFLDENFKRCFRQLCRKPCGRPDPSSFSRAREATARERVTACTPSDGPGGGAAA
Mot1-301 SUMO – inhibitors of SUMOylation pathway: yeast Mot1-301 growth rescue; S. cerevisiae Mot1-301 growth rescue, ATP luminescence, 38.5C; percent above DMSO median, 100 means doubled; growth rescue, % at 18.8 µM; 320,000 tested, 1% active;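 active = every valid replicate shows activation above 250% relative to neutral control wells; inactive = the rest, any valid replicate at or below 250%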;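 also: OY570 slx delta 5 strain wells were the positive control but not used for scaling; some compounds called inactive have numbers as strong as hits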
MOR-DOR ag – OPRM1-OPRD1 heterodimerization agonism. cells, luminescence. activation, % at 9.3 µM. AID 504326. 340,000 tested, 0.3% active; in the data active = activation above about 18%;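 also: 0% = vehicle-treated cells and 100% = reference agonist; values of inactives mirror those of a sister screen read the other way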
AddAB inh – less growth of phage-infected E. coli with AddAB; E. coli expressing H. pylori AddAB, absorbance growth; inhibition, % at 11.9 µM; 330,000 tested, 0.29% active; in the data active = inhibition above about 12%;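 also: 0% = vehicle wells of infected cells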
HTR5A inv ag – HTR5A inverse agonism, opioid heterodimer counter-screen; P47898; HTR5A cell line, luminescence; inhibition, % at 9.3 µM; 340,000 tested, 0.083% active; AID 504634; in the data active = inhibition mostly above about 23%, no sharp cut-off; inactive = mostly below about 18%;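 also: 0% = cells with DMSO and 100% = no-cell wells with DMSO; some compounds called inactive have numbers as strong as hits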
E coli growth – counter-screen for AddAB inhibitors: E. coli growth inhibition. AID 449728. inhibition, % at 11.9 µM. E. coli V3065 growth, OD600 absorbance, 18 h. 330,000 tested, 0.27% active;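 active = inhibition above the campaign's mean inhibition across all tested compounds plus 3 SD, cut at about 9.9% in these data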;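 also: uninfected addAB+ strain grown without phage in ampicillin broth; 0% = DMSO wells and 100% = ciprofloxacin 0.95 µg/ml wells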
DSG3 Ab inh – inhibitors of pemphigus antibody binding to human desmoglein-3 | P32926 | DSG3-coupled beads, scFv-anti-DSG3-GFP binding, flow cytometry; active compounds read low | binding (percent of control), % at 10 µM | 310,000 tested, 0.48% active | AID 588358;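 active = binding more than 3 SD below its plate's average and above zero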;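 also: hits lower antibody fragment binding to DSG3; some compounds called inactive have numbers as strong as hits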
PfHsp90 yeast 2 – reduces growth (ATP signal) of yeast expressing P. falciparum Hsp90; S. cerevisiae expressing PfHsp90, BacTiter-Glo ATP, 48 h; yeast lacking PDR1 and PDR3 efflux regulators; inhibition, % at 9.4 µM; 310,000 tested, 0.32% active; AID 504621;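 active = every replicate shows inhibition above about 80%, whatever the replicate mean, limit read from the data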;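 also: 0% = DMSO neutral controls and 100% = 20 µM radicicol positive controls; yeast relying on Plasmodium falciparum Hsp90 in place of its own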
phage Ecoli inh – E. coli growth loss with phage present | AID 651602 | inhibition, % at 11.9 µM | growth absorbance | 360,000 tested, 0.26% active; in the data active = inhibition above about 11%
PKA-R1A activ – PKA-R1A complex activation | P00514+P68181 | PKA-R1A dissociation, Cy5-IP20 fluorescence polarization; scaled: DMSO 0%, 113 µM cGMP 100% | activation, % at 11.4 µM | 340,000 tested, 0.083% active | AID 504707;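 active = percent activation above the mean of all tested compounds plus 3 SD, cut at about 19% in these data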;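 also: higher means more PKAc released from R1A so a rise in polarization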
The depositor's hits bear a star; . = not tested or not shown; & = joins results of further samples.

molecule | HTR5A ag | OPRM1-OPRD1 inv | Mot1-301 SUMO | MOR-DOR ag | AddAB inh | HTR5A inv ag | E coli growth | DSG3 Ab inh | PfHsp90 yeast 2 | phage Ecoli inh | PKA-R1A activ
COc1ccc2[nH]c3c(c2c1)CCN1C(=O)C(CC(=O)NCCCN(C)C)C[C@H](C(=O)N(C(C)C)C(C)C)[C@@]31C (stereo partly specified) | 1 | 6 | . | -1.1 | 0.4 | -3 | 0.9 | 101 | -2 | 1.7 | 4
Cc1ccc(C(=O)N/C(=C/c2ccc(F)cc2)C(=O)NCc2ccncc2)cc1 | 2 | 15 | 6 | -2.5 | 3.0 | 6 | -0.9 | 86 | . | 4.7 | 3
COc1ccc(S(=O)(=O)N2CCN(CC(=O)NC3CCCC3)CC2)cc1 | -4 | 14 | -13 | -2.2 | 1.1 | -15 | -4.0 | 104 | 11 | 1.6 | -6
O=C(CCCC(=O)N(CC(=O)NC1CCCCC1)c1ccccc1F)Nc1ccccn1 | 4 | 24 | 3 | -4.5 | -0.7 | -8 | 0.6 | . | -39 | 0.2 | -11
CCOC(=O)c1ccc(NC(=S)N(CCCN2CCCC2)Cc2cccs2)cc1 | 2 | 8 | -13 | -1.8 | 1.9 | -7 | -0.8 | 96 | 5 | 1.6 | -7
COc1ccc(Cl)cc1NC(=O)CCCN1C(=O)CCC1=O | 6 | 4 | -1 | -0.8 | 1.6 | -35 | -1.2 | 100 | -1 | 1.3 | -7
Cc1cc(C(=O)CN2C(=O)C(=O)N(CC(C)C)C2=O)c(C)n1-c1ccccc1F | 1 | 2 | -4 | -0.4 | 2.2 | -3 | 2.4 | 101 | -14 | 2.8 | 10
O=C(COCc1nc2ccccc2c(=O)[nH]1)NCC1CCCCC1 | -9 | -5 | -3 | 0.8 | -1.5 | 22 | 0.4 | 92 | . | 0.2 | -7
Cc1cc(OCC(=O)NCc2cccnc2)c2c(C)c(Cc3ccccc3)c(=O)oc2c1 | 4 | 6 | 29 | -1.2 | 1.5 | -5 | -2.5 | 87 | 11 | 0.9 | -3
COc1ccccc1NC(=O)Nc1cc(NC(=O)Nc2ccccc2OC)c(C)nc1C | 8 | 8 | -2 | -1.6 | 0.8 | 11 | 1.4 | . | -1 | 2.1 | -18
Cc1cccc(OCCSCc2nc3ccccc3[nH]2)c1 | 1 | 3 | 19 | -0.5 | 5.9 | -4 | 5.5 | 108 | 2 | 5.8 | -10
Cc1cc(C)c(OCCCON2C(=O)CCC2=O)c(Br)c1 | 0 | -7 | -4 | 1.4 | 0.5 | -5 | -1.8 | 119 | . | 2.8 | -1
O=C(Cc1ccc(Cl)cc1)Nc1ccc(Br)cn1 | -2 | -20 | 14 | 4.4 | 1.8 | 6 | 0.5 | 91 | -13 | 6.2 | -3
C=C(C)c1cccc(C(C)(C)NC(=O)Nc2ncccn2)c1 | -1 | -8 | 5 | 1.3 | -0.8 | 3 | 0.2 | 104 | 37 | 0.7 | 6
CCCN1C(=O)c2cc(C(=O)Nc3cccc(C(C)=O)c3)ccc2C1Nc1cccc(C(C)=O)c1 (stereo unspecified) | 3 | 0 | -17 | 0.1 | -1.2 | -8 | 3.3 | 90 | 2 | 0.1 | -3
O=C(N/N=C/c1c(O)n(-c2ccc(Cl)cn2)c(=O)c2ccccc12)c1ccncc1 | 1 | 2 | -6 | -0.3 | 1.3 | -2 | -0.4 | 100 | -25 | 0.9 | -4
NC(=Nc1ccccc1)N(c1ccccc1)c1ccccc1 | -1 | 16 | . | -3.0 | . | 4 | . | 97 | . | 1.6 | 7
CCCn1c(SCC(=O)NNC(=O)c2ccccc2)nnc1-c1cccnc1 | -6 | 15 | -3 | -3.0 | 0.2 | 10 | 1.8 | 101 | 12 | 3.1 | -3
Cc1ccccc1Cn1c(=O)n(CCC(=O)NCc2ccc3c(c2)OCO3)c(=O)c2ccccc21 | -6 | 5 | 8 | -0.8 | 2.5 | -5 | -0.8 | . | 14 | 1.9 | 2
COc1cc(C(=O)N2C[C@@H]3CCC[C@H]2C3)ccc1OC1CCN(C(C)=O)CC1 | -3 | 1 | 245 | -0.1 | 0.4 | 4 | -0.6 | 105 | 15 | 3.7 | -9
N#C/C(=C(\O)CCl)c1nnc2n1CCCCC2 | -7 | 9 | 10 | -1.7 | 3.8 | 18 | -0.4 | 75 | 3 | 2.5 | 8
CN(C)CCN(Cc1ccccc1)C(=O)C1CCN(c2ncnc3c2nc2n3CCCCC2)CC1 | -1 | 6 | 9 | -1.1 | 3.7 | 3 | 1.3 | 100 | -8 | 2.0 | -2
O=C(Nc1cccc(Cl)c1)/C(=C\c1cccnc1)NC(=O)c1ccco1 | 7 | -11 | 12 | 1.5 | -0.2 | -21 | 0.0 | 110 | 9 | 3.4 | -2
COc1ccc(-c2nc3cnccn3c2Nc2ccc(C)cc2)cc1 | 0 | 5 | -27 | -0.9 | 1.2 | -11 | -1.3 | 96 | 4 | 3.3 | -1
Cc1ccnc2nc(C(=O)OCC(=O)N(CC(C)C)CC(C)C)nn12 | 0 | -3 | -4 | 0.6 | 3.8 | 14 | -1.4 | 101 | -23 | 2.1 | -11
COc1ccc(CCN=C(N)NS(=O)(=O)c2cc(F)ccc2OC)cc1 | 7 | 6 | 1 | -1.1 | -0.7 | -13 | 2.6 | 102 | 8 | 2.4 | 9
COc1cc(OC)cc(C(=O)NNC(=O)C2CCCC2)c1 | -2 | 0 | 331* | 0.0 | 2.0 | -3 | -2.8 | 129 | 17 | -0.2 | -6
CCCCCCSc1cc(-c2nc3cnccn3c2NCc2ccccc2)ccc1OC | 5 | -21 | -4 | 3.6 | -1.9 | -6 | -2.9 | 173 | -38 | . | 2
COCCn1c(SCC(=O)N2CCCCC2)nc2c([nH]c3ccccc32)c1=O | 4 | 3 | -12 | -0.9 | 5.2 | 9 | -0.7 | 109 | -34 | -0.6 | -13
CCN(CC)CCCN1CC(=O)N2[C@@H](Cc3c([nH]c4ccccc34)C2(C)C)C1=O | 3 | 18 | -15 | -3.9 | 0.1 | -11 | -0.5 | 105 | 19 | -1.5 | -8

Compound profiles, as listed above. Order of values: HTR5A ag	OPRM1-OPRD1 inv	Mot1-301 SUMO	MOR-DOR ag	AddAB inh	HTR5A inv ag	E coli growth	DSG3 Ab inh	PfHsp90 yeast 2	phage Ecoli inh	PKA-R1A activ
O=C(Nc1cccc(Cl)c1)/C(=C\c1cccnc1)NC(=O)c1ccco1 in the list: 7	-11	12	1.5	-0.2	-21	0.0	110	9	3.4	-2
COc1cc(C(=O)N2C[C@@H]3CCC[C@H]2C3)ccc1OC1CCN(C(C)=O)CC1 in the list: -3	1	245	-0.1	0.4	4	-0.6	105	15	3.7	-9

Back to the main list, starting 4 compounds before the break.
molecule | HTR5A ag | OPRM1-OPRD1 inv | Mot1-301 SUMO | MOR-DOR ag | AddAB inh | HTR5A inv ag | E coli growth | DSG3 Ab inh | PfHsp90 yeast 2 | phage Ecoli inh | PKA-R1A activ
COc1cc(OC)cc(C(=O)NNC(=O)C2CCCC2)c1 | -2 | 0 | 331* | 0.0 | 2.0 | -3 | -2.8 | 129 | 17 | -0.2 | -6
CCCCCCSc1cc(-c2nc3cnccn3c2NCc2ccccc2)ccc1OC | 5 | -21 | -4 | 3.6 | -1.9 | -6 | -2.9 | 173 | -38 | . | 2
COCCn1c(SCC(=O)N2CCCCC2)nc2c([nH]c3ccccc32)c1=O | 4 | 3 | -12 | -0.9 | 5.2 | 9 | -0.7 | 109 | -34 | -0.6 | -13
CCN(CC)CCCN1CC(=O)N2[C@@H](Cc3c([nH]c4ccccc34)C2(C)C)C1=O | 3 | 18 | -15 | -3.9 | 0.1 | -11 | -0.5 | 105 | 19 | -1.5 | -8
COC(=O)[C@H](C)NC(=O)Nc1ccc(C)c(C)c1 | -12 | 9 | -19 | -1.6 | -2.5 | 30 | -0.3 | 103 | 16 | 2.2 | -13
CSc1nc2ncc(-c3ccsc3)c(N)n2n1 | -1 | 0 | -6 | -0.1 | 2.4 | 2 | -0.9 | 103 | 16 | 3.1 | 7
Cc1cccc(N2C(=O)C3C4CC(=O)C(c5ccccc54)C3C2=O)c1C (stereo unspecified) | 9 | 10 | -10 | -2.2 | 1.2 | -21 | -0.5 | 95 | -19 | 2.4 | -8
COc1ccc(-c2cc(C(=O)Nc3cc(OC)cc(C(=O)Nc4cccc(C(F)(F)F)c4)c3)[nH]n2)cc1 | 5 | -58 | 2 | 11 | 5.4 | -45 | -0.3 | 109&100 | -6 | 3.1&3.7 | -17&-13
N#CCOc1coc(CN2CCN(c3cccc(Cl)c3)CC2)cc1=O | 0 | 8 | 8 | -1.5 | 0.6 | 9 | -0.8 | 89 | 3 | 0.2 | -1
Cc1ccc(NC(=O)C2CCCCC2)cc1C | 2 | -1 | 3 | 0.2 | 2.4 | 6 | -3.0 | 104 | -8 | 3.3 | 6
[N-]=[N+]=NCCN1CCN(CCc2ccccc2)CCC1=O | 4 | 15 | 95 | -2.6 | 4.9 | 13 | -2.8 | 109 | -1 | -0.3 | -1
CC(C)CCCN1C(Nc2ccccc2)=NC[C@@H]1C | 5 | 10 | 290 | -2.2 | 2.1 | 18 | -1.0 | 96 | 3 | 1.7 | -13
c1ccc2nc(-c3nc4ccccc4[nH]3)ccc2c1 | 2 | -4 | -35 | 0.6 | -3.7 | -15 | -1.9 | 96 | 35 | -2.5 | 3
c1ccc(C2=Nn3c(nnc3-c3n[nH]c4c3CCC4)SC2)cc1 | 4 | 7 | 6 | -1.6 | 1.4 | 15 | 0.0 | 103 | . | 1.4 | -4
Cc1ccc(S(=O)(=O)NCc2ccc(/C=C(/C#N)C(=O)NCc3ccccc3)o2)cc1 | 2 | 19 | -15 | -3.9 | 3.7 | -22 | -2.4 | . | -28 | 3.9 | -5
COc1ccc2cc(C(=O)C3CCCN(C(=O)CCc4cnn(C)c4)C3)ccc2c1 (stereo unspecified) | 4 | -3 | 17 | 0.4 | 3.7 | 7 | 0.4 | 102 | 0 | 4.6 | 2
O=C(CNC1CCCCCC1)Nc1ccccc1N1CCOCC1 | 2 | -12 | -2 | 2.2 | 2.8 | -20 | -1.2 | 106 | -29 | 0.0 | -9
O=C(O)c1cc(/C=N\O)ccc1OCc1ccccc1 | 6 | 2 | -16 | -0.4 | 2.6 | -15 | 1.0 | . | . | 1.1 | 5
CN(C)c1ccc(/C=C(\C#N)C(=O)c2ccccc2)cc1 | 1 | 0 | -11 | -0.1 | 1.4 | -6 | 0.0 | 164 | 5 | 1.5 | 8
Cc1nn(CC(=O)NCCCN2CCCCC2)c(=O)c2cc(-c3ccccc3)nn12 | -2 | 18 | 4 | -3.5 | 2.7 | -26 | -1.4 | 106 | -4 | 1.3 | -8
CCc1oc(C(=O)O)cc1CN(CC)CC | 0 | 9 | -8 | -1.9 | -1.0 | 6 | 1.7 | 98 | 9 | 1.9 | -8
CC(C)c1cc(NCCN2CCOCC2)n2c(nc3ccccc32)c1C#N | -3 | 5 | . | -1.0 | . | -25 | . | 99 | -6 | 0.5 | 5
